Screens as filed in PubChem BioAssay.
L3MBTL1 block = blocks human L3MBTL1; Q9Y468; AlphaScreen L3MBTL1–H3K9me1 peptide binding; Potency, µM (doses to about 57.1 µM), for inactives: at the top dose activity, negative = inhibition, hits mostly inhibitors; hit rate 0.66% among 230,000; AID 485360; further: nearly all actives have a fitted effect of over 60% in size
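AlphaScreen assay: L3MBTL1 (50 nM final) was preincubated 30 min at room temperature with biotinylated H3(1-15)K9me1 peptide (75 nM final), then 30 min with library compounds; streptavidin donor and nickel chelate acceptor beads (10 ug/mL final) added, 30 min dark.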
KDM4E inh = blocks human JMJD2E demethylase activity | B2RXH2 | JMJD2E catalytic domain, FDH-coupled NADH fluorescence (FDH is formaldehyde dehydrogenase) | Potency, µM (doses to about 57.1 µM), without a hit: at the top dose activity change, negative = inhibition, most hits filed as inhibitors | hit rate 1.6% among 230,000; active means well fitted inhibition curve with a large enough effect, not every such curve was filed as active; inconclusive means small, poorly fitted or top-dose-only effect, or another doubt; inactive means no such curve, though single readings can be large or run the other way;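 further: 0% = wells with enzyme and -100% = buffer wells without enzyme; nearly all actives have a fitted effect of over 50% in size; many of its hits are not listed in these tables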
Target sequence (B2RXH2 1-337 limits assumed): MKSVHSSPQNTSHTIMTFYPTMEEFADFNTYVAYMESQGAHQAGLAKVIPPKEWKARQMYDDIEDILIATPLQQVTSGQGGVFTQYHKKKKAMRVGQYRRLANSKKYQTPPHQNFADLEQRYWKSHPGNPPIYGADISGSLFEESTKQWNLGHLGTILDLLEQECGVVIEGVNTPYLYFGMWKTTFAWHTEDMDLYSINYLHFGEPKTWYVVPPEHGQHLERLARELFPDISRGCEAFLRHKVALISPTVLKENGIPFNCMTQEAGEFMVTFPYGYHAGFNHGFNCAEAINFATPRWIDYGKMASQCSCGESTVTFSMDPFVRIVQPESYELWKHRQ
TRb SRC2 PPI = disrupts binding of human TR beta to SRC2 | P10828 | TRbeta-SRC2 peptide binding, fluorescence polarization; receptor liganded with 1 µM T3 | Potency, µM (doses to about 106 µM), for the others: at the top dose activity change, negative = inhibition, usual class: inhibitors | hit rate 0.065% among 280,000;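 further: plate controls were bound peptide for no effect and peptide without receptor for full effect; nearly all actives have a fitted effect of over 50% in size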
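Polarization signal, normalized between peptide-alone and full complex controls, measured compound effects on T3-liganded human TRb LBD (0.6 uM) binding 20 nM Texas Red SRC2 peptide after 5 hr.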
RECQ1 inh = inhibitors of human RECQ1 DNA helicase; Potency, µM (doses to about 57.3 µM), without a hit: at the highest dose activity, negative = inhibition, actives largely listed as inhibitors; RECQ1 DNA unwinding, red fluorescence kinetic read; hit rate 0.54% among 240,000; AID 2549; P46063;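 further: plate controls were vehicle for no effect and no enzyme for full effect; nearly all actives have a fitted effect of over 30% in size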
Target sequence (P46063 whole entry, looked up): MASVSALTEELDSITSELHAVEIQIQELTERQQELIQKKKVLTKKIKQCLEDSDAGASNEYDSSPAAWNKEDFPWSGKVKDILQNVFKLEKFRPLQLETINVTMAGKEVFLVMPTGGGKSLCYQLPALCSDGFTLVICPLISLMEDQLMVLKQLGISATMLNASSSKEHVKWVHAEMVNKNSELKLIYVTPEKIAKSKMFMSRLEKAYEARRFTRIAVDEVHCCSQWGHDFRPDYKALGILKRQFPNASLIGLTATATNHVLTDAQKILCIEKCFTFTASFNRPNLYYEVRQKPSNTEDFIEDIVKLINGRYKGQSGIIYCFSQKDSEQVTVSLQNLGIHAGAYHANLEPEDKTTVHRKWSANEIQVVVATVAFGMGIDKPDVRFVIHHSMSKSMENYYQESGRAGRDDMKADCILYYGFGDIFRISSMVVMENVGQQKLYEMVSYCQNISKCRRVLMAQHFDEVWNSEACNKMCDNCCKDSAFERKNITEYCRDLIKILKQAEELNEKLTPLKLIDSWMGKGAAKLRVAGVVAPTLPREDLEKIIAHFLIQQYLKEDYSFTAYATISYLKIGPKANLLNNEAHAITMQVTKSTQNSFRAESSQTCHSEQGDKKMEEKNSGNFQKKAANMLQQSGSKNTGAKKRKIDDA
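50 nM RECQ1T1 preincubated 15 min with compound in Tris pH 8.0 buffer with MgCl2, DTT, Tween-20 and 2.5 ug/ml poly(dI-dC); started with 200 nM TAMRA/BHQ-2 forked duplex and 2 mM ATP. Unwinding read as fluorescence (525/598 nm), two reads 2 h apart.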
Tau ThT inhib = inhibitors of human tau fibril formation, thioflavin T binding | hit rate 2.1% among 270,000 | recombinant tau K18 P301L, heparin-induced fibrillization, ThT fluorescence | P10636 | Potency, µM (series often up to 57.4 µM), without a hit: at the top dose activity, negative = inhibition, most hits filed as inhibitors; further: nearly all actives have a fitted effect of over 55% in size
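Fibril formation assay: tau K18 P301L at 15 uM with trace Alexa 594 label, heparin inducer 20 uM, pH 7 sodium acetate buffer, 37 C for 6 hr; endpoint ThT signal.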
GoLoco inh red = blocks human Gai1 binding to RGS12 GoLoco peptide, red readout; P63096; Gai1:RGS12 GoLoco peptide FP, rhodamine, 10 min; Potency, µM (series often up to 61.6 µM), without a hit: top-dose activity, negative = inhibition, most hits filed as inhibitors; hit rate 0.44% among 230,000; AID 880; active means well fitted inhibition curve with a large enough effect, not every such curve was filed as active; inactive means no such curve, though single readings can be large or run the other way; further: nearly all actives have a fitted effect of over 30% in size; many of its hits are not listed in these tables
Tau FP inhib = inhibitors of human tau fibril formation | P10636 | K18 P301L tau heparin fibrillization, Alexa594 FP, 6 h | Potency, µM (doses to about 57.7 µM), for inactives: at the top dose activity, negative = inhibition, most hits filed as inhibitors | hit rate 0.39% among 280,000 | AID 1468; further: nearly all actives have a fitted effect of over 55% in size
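Heparin (20 uM) drove fibril formation of recombinant tau K18 P301L, 15 uM unlabeled with 0.24 uM Alexa 594 label, for 6 hr at 37 C in 100 mM sodium acetate pH 7. Fluorescence polarization (555/632 nm) read 1 hr after 30 uM ThT.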
TexasRed fluor = alters Texas Red total fluorescence, flagging assay interference; hit rate 0.29% among 280,000; AID 1479; Potency, µM (titrated, usually from 106 µM), for the others: top-dose fluorescence change, negative = quenching; TRb/SRC2 Texas Red total fluorescence interference; active means well fitted curve in either direction with a large enough effect; inconclusive means small, poorly fitted or top-dose-only effect
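Human TRβ ligand-binding domain (0.6 uM) and Texas Red SRC2 peptide (20 nM) in Tris buffer with 1 uM T3 and 5% DMSO were incubated with pinned compound for 5 hr at ambient temperature. Total fluorescence was computed as S + 2P (555/632 nm).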
Starred values were filed as active, the others as inactive; i = inactive; ? = inconclusive; / = no result given; & = joins results of further samples; [ ] = remark or other dose. Unless noted, the call rests on the fitted dose curve; in most records, active means well fitted curve in the direction sought with a large enough effect; inconclusive means small, poorly fitted or top-dose-only effect, or another doubt; inactive means no such curve, though single readings can be large; an effect the other way counts as inactive or inconclusive. Unless noted, on the % scale 0 is the no-effect control and ±100 the full control effect; potency means the concentration at half of the fitted maximal effect. The list is partial; count on the stated rates, not on these rows.

SMILES	L3MBTL1 block	KDM4E inh	TRb SRC2 PPI	RECQ1 inh	Tau ThT inhib	GoLoco inh red	Tau FP inhib	TexasRed fluor
COc1ccc(/C=C/C(=O)NC(=S)NNC(=O)c2c(-c3ccccc3)noc2C)cc1	7%	-6%	3%	-1%	-14%	3%	-5%	-2%
Nc1ncc(Br)cc1N=Cc1ccccc1	-13%	-3%	-4%	i	?	-8%	-4%	-1%
COC(=O)c1ccc(NC(=S)NCc2ccco2)cc1	-12%	-12%	-4%	i	1%	-3%	5%	0%
CC1=C(C(N)=O)C(c2cccs2)n2nc(-c3cccc(C)c3)nc2N1 (stereo unspecified)	9%	-3%	0%	i	-16%	1%	-2%	1%
COc1ccc(CNC(=O)Cn2nc(C)n3cccc3c2=O)cc1	/	/	0%	/	17%	/	?	0%
CNC(=O)c1cc2n(n1)CCCN(Cc1ccc(F)cc1)C2=O	/	/	-4%	/	1%	/	1%	0%
Cc1ccc(-n2ncc(C(=O)NCCN3CCCC3)c2C2CCN(C(=O)OC(C)(C)C)CC2)cc1C	/	/	6%	/	-3%	/	-3%	-2%
CC(C)CC(NC(=O)c1ccc(Cl)cc1)C(=O)OCC(=O)c1ccc2c(c1)NC(=O)CO2 (stereo unspecified)	/	-6%	-4%	10%	-3%	6%	-8%	1%
CCNC(=O)C1CCCN(c2nn3cc(-c4ccc(C)cc4)nc3s2)C1 (stereo unspecified)	/	/	-4%	/	?	/	1%	?
CC/C(O)=C1\C(=O)CC(C)(C)CC1=Nc1ccccc1C	5%	3%	6%	i	0%	5%	10%	1%
CC(Sc1nc2scc(-c3ccccc3)c2c(=O)[nH]1)C(=O)NC(N)=O (stereo unspecified)	/	-7%	2%	0%	-16%	16%	-4%	1%
Cc1ccc(NC(=O)COc2ccc(-c3nnco3)cc2)cc1S(=O)(=O)N1CCOCC1	-3%	-15%	0%	i	-5%	15%	-7%	-6%
Cc1cc(C)nc(NC(=O)Cc2ccc([N+](=O)[O-])cc2)c1	-1%	2%	5%	i	1%	-2%	6%	3%
Cc1cc(C)c(NC(=O)CCn2c(=O)c3cccn3c3ccccc32)c(C)c1	/	/	9%	/	-9%	/	9%	-14%
CCOC(=O)C(C)Sc1ncnc2nc[nH]c12 (stereo unspecified)	11%	?	-1%	i	-2%	7%	-8%	4%
Cc1nc(Oc2ccccc2)c2ccsc2n1	/	6%	-2%	-3%	-2%	8%	-1%	-7%
CCCCCCNC(=O)c1ncn[nH]1	-14%	-4%	-2%	1%	3%	-10%	-2%	-3%
C(=N/Nc1nc(-c2ccccc2)cc(-c2ccccc2)n1)/c1cccnc1	1%	0%	1%	-6%	12%	-7%	3%	-3%
Cc1onc(-c2c(F)cccc2Cl)c1C(=O)N1CCN(S(C)(=O)=O)CC1	2%	-10%	-10%	-2%	-13%	-7%	7%	-8%
Cc1cccc(CSCCNC(=O)CN(c2cc(C)cc(C)c2)S(C)(=O)=O)c1	8%	-7%	6%	-17%	-9%	13%	17%	-3%
Cc1cc(NC(=O)C(=O)c2c(C)[nH]c3ccccc23)no1	/	-1%	6%	-3%	-2%	-8%	1%	-4%
CCOn1c(-n2nc(C)cc2C)nc2ccccc2c1=O	/	11%	4%	-12%	-13%	0%	4%	-1%
COc1cc(NS(=O)(=O)c2ccc(N)cc2)ncn1	5%	2%	-10%	9%	-4%&2%	7%	-6%&2%	0%
Cc1ccc(-c2cc(C(=O)NCc3ccco3)c3ccccc3n2)o1	?	?	-1%	?	?	-16%	-12%	-11%
CC(C)=N/N=C1\NC(=O)C(C)S1 (stereo unspecified)	1%	6%	1%	16%	-14%	2%	2%	0%

Reformatted: entries from further up.
canonical_smiles: Cc1cc(NC(=O)C(=O)c2c(C)[nH]c3ccccc23)no1
  L3MBTL1 block = /; KDM4E inh = -1%; TRb SRC2 PPI = 6%; RECQ1 inh = -3%; Tau ThT inhib = -2%; GoLoco inh red = -8%; Tau FP inhib = 1%; TexasRed fluor = -4%

canonical_smiles: CCOn1c(-n2nc(C)cc2C)nc2ccccc2c1=O
  L3MBTL1 block = /; KDM4E inh = 11%; TRb SRC2 PPI = 4%; RECQ1 inh = -12%; Tau ThT inhib = -13%; GoLoco inh red = 0%; Tau FP inhib = 4%; TexasRed fluor = -1%

Continued:
SMILES	L3MBTL1 block	KDM4E inh	TRb SRC2 PPI	RECQ1 inh	Tau ThT inhib	GoLoco inh red	Tau FP inhib	TexasRed fluor
O=c1[nH]c2c(s1)C(c1ccc(O)cc1)C1C3CCC(C3)C1S2 (stereo unspecified)	-11%	-9%	6%	i	?	-1%	6%	-2%
N=C1/C(=C\c2ccc(-c3cccc(Cl)c3)o2)C(=O)N=C2SC=C(c3ccccc3)N12	35µM*	-2%	-19%	-16%	1%	137%[activator]	2%	3%
Cc1ccc(-c2c(C#N)c(N)n(-c3ccc(C)cc3)c(=O)c2C#N)cc1	/	?	-7%	12%	-10%	8%	-11%	1%
CC(C)CN1CCC(C(=O)N2CCN(c3ccccc3F)CC2)CC1	5%	?	-2%	-1%	0%	-3%	0%	-1%
COc1ccc(N2CCN(C(=O)CCc3ccc(S(=O)(=O)NC(C)C)cc3)CC2)cc1	15%	6%	-1%	-2%	-12%	-5%	-1%	-1%
O=C(C1CCC(Cn2c(=O)c3sccc3n(Cc3ccc(F)cc3)c2=O)CC1)N1CCOCC1 (stereo unspecified)	/	/	3%	/	9%	/	-3%	0%
C/C=C\C=C\C(=O)N1CC2(CC(c3cccc(NC(=O)COc4ccc(Cl)cc4)c3)=NO2)C[C@H]1C(N)=O (stereo partly specified)	/	?	-5%	i	-5%	-1%	-1%	0%
COc1cc(OC)c(NC(=O)N2CCC(CN3CCCC3)CC2)cc1Cl	/	/	2%	/	0%	/	3%	7%
Cn1nnnc1SCCNCc1ccccc1OCc1ccccc1Cl	2%	2%	-1%	8%	1%	4%	-2%	4%
COc1ccc(C(CNC(=O)c2ccc(S(=O)(=O)N3CCOCC3)cc2)N2CCCCC2)cc1 (stereo unspecified)	10%	7%	0%	-4%	7%	-19%	-3%	0%
Cc1ccc(NC(=O)c2cccc(S(C)(=O)=O)c2)cc1	3%	4%	10%	-6%	2%	1%	8%	0%
CCOC(=O)N1CCN(Cc2nc(N)nc(Nc3ccccc3C)n2)CC1	/	-10%	-10%	-14%	-1%	6%	7%	-2%
COc1ccccc1CNC(=O)CCSCc1cccc(Cl)c1	12%	1%	1%	-1%	-10%	4%	10%	-10%
COC(=O)C(Cc1ccccc1)NC(=O)CSc1nc(C)cc(=O)[nH]1 (stereo unspecified)	/	2%	-2%	-1%	-10%	5%	3%	-5%
COc1cccc(NS(=O)(=O)c2ccc3[nH]cc(C(=O)NC4CC4)c(=O)c3c2)c1	-6%	-2%	5%	-9%	13%	11%	-19%	1%
CCOC(=O)Cc1csc(N)n1	/	4%	-19%	0%	-8%	-11%	0%	2%
O=C1CC(c2ccco2)CC2=C1C(c1ccccc1)n1nc(C(F)(F)F)nc1N2 (stereo unspecified)	-16%	?	4%	-3%	-7%	31%[activator]	-4%	3%
C=C1C(C(=O)Nc2ccc(F)cc2)C1C(=O)Nc1ccc(F)cc1 (stereo unspecified)	6%	2%	5%	-9%	3%	6%	1%	-5%
COCCCNS(=O)(=O)c1ccc2[nH]c(=O)[nH]c2c1	11%	-3%	0%	-1%	2%	3%	-1%	-5%
Cc1cc(C)nc(NN2C(=O)/C(=C/c3ccc(O)cc3)SC2=S)n1	-5%	1%	8%	-20%	?	115%[activator]	9%	-5%
CCOC(=O)C(NC(C)=O)(OCc1ccccc1)C(F)(F)F (stereo unspecified)	3%	4%	-1%	3%	5%	3%	-7%	-2%
O=C(CC12CC3CC(CC(Br)(C3)C1)C2)OCCN1CCCCC1	-4%	-5%	4%	-5%	-4%	7%	6%	0%
Cn1c(=O)c(=O)n(C)c2cc(NC(=O)c3cccc(F)c3)c(Cl)cc21	/	/	-7%	/	?	/	-14%	-2%
CCCC1=[N+](CC(=O)c2ccccc2)CCn2c(C)ccc21	3%	?	-2%	6%	-11%	13%	-1%	6%
CN1CCN(C(=S)Nc2cc([N+](=O)[O-])ccc2Cl)CC1	-4%	-25%	-3%	2%	-16%	-4%	4%	-3%
CC(=O)Nc1ccc(NC(=O)Cc2sc(C)nc2-c2ccc(C)cc2)cc1	5%	-10%	4%	-2%	-3%	-15%	4%	-7%

Of the compounds above, 8 have an NH in an aromatic ring:
SMILES	L3MBTL1 block	KDM4E inh	TRb SRC2 PPI	RECQ1 inh	Tau ThT inhib	GoLoco inh red	Tau FP inhib	TexasRed fluor
CC(Sc1nc2scc(-c3ccccc3)c2c(=O)[nH]1)C(=O)NC(N)=O (stereo unspecified)	/	-7%	2%	0%	-16%	16%	-4%	1%
CCOC(=O)C(C)Sc1ncnc2nc[nH]c12 (stereo unspecified)	11%	?	-1%	i	-2%	7%	-8%	4%
CCCCCCNC(=O)c1ncn[nH]1	-14%	-4%	-2%	1%	3%	-10%	-2%	-3%
Cc1cc(NC(=O)C(=O)c2c(C)[nH]c3ccccc23)no1	/	-1%	6%	-3%	-2%	-8%	1%	-4%
O=c1[nH]c2c(s1)C(c1ccc(O)cc1)C1C3CCC(C3)C1S2 (stereo unspecified)	-11%	-9%	6%	i	?	-1%	6%	-2%
COC(=O)C(Cc1ccccc1)NC(=O)CSc1nc(C)cc(=O)[nH]1 (stereo unspecified)	/	2%	-2%	-1%	-10%	5%	3%	-5%
COc1cccc(NS(=O)(=O)c2ccc3[nH]cc(C(=O)NC4CC4)c(=O)c3c2)c1	-6%	-2%	5%	-9%	13%	11%	-19%	1%
COCCCNS(=O)(=O)c1ccc2[nH]c(=O)[nH]c2c1	11%	-3%	0%	-1%	2%	3%	-1%	-5%
